Giardia killer – Giardia lamblia killing; activity change, % at 7.66 µM, hits read low; Giardia lamblia trophozoite viability; 0.15% of 340,000 active; in the data active = activity change below about -80%; inconclusive = between about -30% and that limit;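 note: parasites exposed to compound for two days anaerobically before the ATP read; % is set by controls: 0 for no effect and ±100 for the full control effect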
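Viability, read as ATP luminescence: trophozoites at 100 cells/well, compound added, 48 hrs anaerobic at 37 deg C, then 15-30 min room-temperature development before reading.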
ELG1 genotox – genotoxicity induction in ELG1-luciferase HEK293T cells; 1.3% of 330,000 active; HEK293T ELG1-luciferase reporter, luminescence, 16 h; Potency, µM (highest dose often 46 µM), inactives show top-dose activity change, positive = activation, actives largely listed as activators; note: potency is the fitted concentration of half-maximal effect; % of control where 0% means no effect; nearly all actives have a fitted effect of over 60% in size
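ELG1-luciferase HEK293T cells, 2,000/well; compound pinned in; 16 hr, 37 °C, 5% CO2; ONE-Glo, 30 min RT; luminescence on CCD imager.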
RORg inh – inhibitors of mouse ROR gamma transcriptional activity; P51450; Drosophila S2 Gal4-RORgamma UAS-luciferase reporter, 20 h; Potency, µM (top dose mostly 53.6 µM), inactives show at the top dose activity change, negative = inhibition, actives largely listed as inhibitors; 5.4% of 310,000 active; AID 2551; note: potency is the fitted concentration of half-maximal effect; % is set by controls: 0 for no effect and ±100 for the full control effect; nearly all actives have a fitted effect of over 60% in size
Target sequence (P51450 whole entry, looked up, the tested form may be a part): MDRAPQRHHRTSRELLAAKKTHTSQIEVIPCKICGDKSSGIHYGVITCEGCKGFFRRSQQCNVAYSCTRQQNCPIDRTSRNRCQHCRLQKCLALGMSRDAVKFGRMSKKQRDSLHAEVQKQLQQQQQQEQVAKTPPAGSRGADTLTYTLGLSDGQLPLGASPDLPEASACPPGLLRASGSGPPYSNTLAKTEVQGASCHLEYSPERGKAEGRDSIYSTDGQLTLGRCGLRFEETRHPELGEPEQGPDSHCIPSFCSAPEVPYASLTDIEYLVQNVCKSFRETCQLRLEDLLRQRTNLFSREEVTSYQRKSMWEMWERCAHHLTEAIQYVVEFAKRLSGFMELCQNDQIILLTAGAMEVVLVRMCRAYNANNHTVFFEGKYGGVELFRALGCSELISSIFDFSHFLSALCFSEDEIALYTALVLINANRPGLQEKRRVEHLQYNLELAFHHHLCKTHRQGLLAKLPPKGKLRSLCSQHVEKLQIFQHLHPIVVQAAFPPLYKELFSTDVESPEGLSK
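Compounds are pin-transferred onto Drosophila Schneider cells expressing a copper-inducible Gal4–ROR gamma transactivation domain fusion. After 1 hr, copper sulfate is added to 700 uM final; luciferase is read 20 hr later.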
BRCA1 expr act – activators of BRCA1 expression. MCF7-BRCA1-FFLuc reporter, luminescence, 48 h; response scale: scaled: vehicle 0%, 10 µM genistein 100%. Potency, µM (top dose mostly 46.1 µM), for inactives: at the top dose activation, actives largely listed as activators. 1.1% of 380,000 active; note: potency is the fitted concentration of half-maximal effect; nearly all actives have a fitted effect of over 80% in size; some results filed as inactive show a strong effect at the top dose
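Activators of BRCA1 expression were detected as increased firefly luciferase luminescence in engineered MCF7 cells after 48 h compound incubation. Signals were scaled to genistein 10 microM as full activation.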
FLuc modulator – counter-screen for miR-21 project: firefly luciferase inhibitors or activators. Potency, µM (top dose mostly 57.5 µM), inactives show top-dose activity change, negative = inhibition, most hits filed as inhibitors. P08659. 6.9% of 360,000 active. purified FLuc, Km substrates, luminescence inhibition;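 note: potency is the fitted concentration of half-maximal effect; plate controls were vehicle for no effect and reference inhibitor for full effect; nearly all actives have a fitted effect of over 55% in size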
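Biochemical qHTS of compounds, final roughly 60 µM downward over six points, against 10 nM purified firefly luciferase using Km concentrations of substrates (10 uM D-luciferin, 10 uM ATP) in Tris acetate pH 7.5 buffer; luminescence output.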
Rab9 prom act – activators of Rab9 promoter | 2.8% of 320,000 active | AID 485297 | Huh7 Rab9 promoter-luciferase reporter, luminescence, 24 h | Potency, µM (series often up to 9.22 µM), inactives show at the highest dose activation, negative = inhibition, usual class: activators; note: potency is the fitted concentration of half-maximal effect; % of control where 0% means no effect; nearly all actives have a fitted effect of over 60% in size
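Stable Rab9-luc Huh7, 1500 cells/well, 2 h settle; cmpd in DMSO, 24 h, 37 °C/5% CO2; luciferase reagent 10 min RT; luminescence.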
PKM2 act – PKM2 (human) enzyme activation | 0.34% of 260,000 active | purified PKM2, Kinase-Glo ATP luminescence, activation; response scale: 0% is enzyme alone, no compound | AID 1631 | Potency, µM (series often up to 57.5 µM), for inactives: at the highest dose activation, usual class: activators | P14618; note: potency is the fitted concentration of half-maximal effect; % is set by controls: 0 for no effect and ±100 for the full control effect; nearly all actives have a fitted effect of over 55% in size
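Purified hPK-M2 (>95% pure) converted ADP (0.1 mM final) to ATP with 0.5 mM PEP in 50 mM imidazole pH7.2, KCl, MgCl2, Tween 20, BSA; 1 h at room temperature. ATP detected by Kinase-Glo luminescence.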
NPC1 promoter act – activates the NPC1 promoter | 2.4% of 320,000 active | AID 485313 | Huh7 NPC1 promoter luciferase reporter, 24 h | Potency, µM (titrated, usually from 9.22 µM), inactives show at the highest dose activation, actives largely listed as activators;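 note: potency is the fitted concentration of half-maximal effect; % of control where 0% means no effect; nearly all actives have a fitted effect of over 60% in size; reporter is driven by a mutant NPC1 promoter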
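In 1536-well qHTS, Huh7 cells harboring an NPC1 promoter–luciferase construct received compound for 24 h; activation was quantified by luminescence following luciferase reagent addition.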
Gal4-VP16 FLuc – Gal4-VP16 reporter inhibition counter-screen; Drosophila S2 Gal4-VP16 UAS-luciferase, luminescence, 20 h; Potency, µM (doses to about 53.6 µM), for the others: at the highest dose activity, negative = inhibition, usual class: inhibitors; 3.5% of 310,000 active; AID 2546;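 note: Gal4-VP16 expression switched on by copper sulfate through the metallothionein promoter; potency is the fitted concentration of half-maximal effect; % is set by controls: 0 for no effect and ±100 for the full control effect; nearly all actives have a fitted effect of over 50% in size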
p53 reactivation – re-activators of mutant p53. H1299 p53-A138V BP100-luciferase reporter, luminescence, 24 h. Potency, µM (highest dose often 92.2 µM), inactives show at the top dose activity change, positive = activation, usual class: activators. 0.063% of 320,000 active. AID 504706; note: potency is the fitted concentration of half-maximal effect; % of control where 0% means no effect; nearly all actives have a fitted effect of over 45% in size
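H1299 (p53-null), stable ts p53-A138V + BP100-Luc; 1000 cells/well, Opti-MEM/10% FBS; cpd 4 pt, 1:5; 24 h, 37 deg C, 5% CO2; detection reagent 10 min RT; luminescence.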
Menin MLL FP TR – displaces Texas Red mutant MLL peptide from human menin. Potency, µM (top dose mostly 61.6 µM), for inactives: at the highest dose FP activity change, negative = inhibition, actives largely listed as inhibitors. AID 1768. 0.23% of 270,000 active. O00255. Menin + Texas Red MLL mutant peptide, fluorescence polarization; active = well fitted inhibition curve with a large enough effect in the polarisation, with a control signal flat, not every such curve was filed as active; inconclusive = small, poorly fitted or top-dose-only effect, or effect the other way, or a change in a side signal; inactive = no such curve, though single readings can be large or run the other way; the % refers to the polarisation; note: potency is the fitted concentration of half-maximal effect; % of control where 0% means no effect; many of its hits are not listed in these tables
Target sequence (O00255 whole entry, looked up): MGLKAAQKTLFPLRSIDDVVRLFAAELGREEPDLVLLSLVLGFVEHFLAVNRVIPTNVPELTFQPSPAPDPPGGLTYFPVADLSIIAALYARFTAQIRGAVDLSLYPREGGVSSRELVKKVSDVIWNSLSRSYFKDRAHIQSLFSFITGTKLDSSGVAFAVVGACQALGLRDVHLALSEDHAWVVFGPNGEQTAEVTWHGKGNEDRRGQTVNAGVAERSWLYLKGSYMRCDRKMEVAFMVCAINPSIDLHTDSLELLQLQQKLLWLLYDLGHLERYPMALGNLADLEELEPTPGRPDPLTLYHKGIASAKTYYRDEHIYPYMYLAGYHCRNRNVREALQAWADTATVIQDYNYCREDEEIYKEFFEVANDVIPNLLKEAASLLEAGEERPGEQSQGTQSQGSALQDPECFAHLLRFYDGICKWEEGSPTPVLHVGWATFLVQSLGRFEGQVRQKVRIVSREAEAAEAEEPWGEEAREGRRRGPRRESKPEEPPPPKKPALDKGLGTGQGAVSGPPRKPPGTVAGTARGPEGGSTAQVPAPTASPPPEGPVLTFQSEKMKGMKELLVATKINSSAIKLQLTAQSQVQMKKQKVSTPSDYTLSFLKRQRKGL
Starred values were filed as active, the others as inactive; ? = inconclusive; . = no result given; [ ] = another dose, or the depositor's remark. Unless noted, calls come from the whole dose curve; as a rule, active = well fitted curve in the direction sought with a large enough effect; inconclusive = small, poorly fitted or top-dose-only effect, or another doubt; inactive = no such curve, though single readings can be large; an effect the other way counts as inactive or inconclusive. This is a subset; rates above refer to the full screens.

SMILES	Giardia killer	ELG1 genotox	RORg inh	BRCA1 expr act	FLuc modulator	Rab9 prom act	PKM2 act	NPC1 promoter act	Gal4-VP16 FLuc	p53 reactivation	Menin MLL FP TR
CC(C)[C@H](N)c1nnc2n1N=C(c1ccc(Cl)cc1)CS2	1.2	0.8%	-3.0%	2.3%	0.7%	-2.8%	.	-3.4%	-1.8%	-1.1%	-22.8%
O=C(CN(CC1CCCO1)C(=O)CCC(=O)Nc1nccs1)NCc1ccccc1 (configuration not stated)	6.3	8.8%	-4.6%	-10.1%	0.8%	2.6%	-0.1%	0.2%	5.9%	5.4%	12.1%
CCOc1ccc(NC(=O)[C@@H]2CCC(=O)N2C2OC(=O)c3ccccc32)cc1 (some centres not stated)	-3.7	-0.5%	-9.2%	1.8%	0.3%	-0.4%	-0.5%	0.8%	0.8%	2.6%	0.4%
CCC(=O)NC(c1ccc(OC)cc1)c1c(O)ccc2ccccc12 (configuration not stated)	21.2	1.4%	-19.6%	-33.3%	1.4%	-26.1%	0.4%	-30.0%	-4.5%[10 µM]	-3.5%	0.1%
COc1ccccc1CNc1nc2nc3c(c(=O)n2[nH]1)CCC3	-10.7	0.0%	-8.6%	3.9%	2.7%	1.5%	3.6%	-0.6%	-3.6%	5.8%	-8.8%
O=C(/C=C/c1ccco1)NC(=S)Nc1cc(-c2nc3ccccc3s2)ccc1Cl	16.0	?	0.631µM*	-41.3%	?	?	-6.9%	14.9%	1µM*	?	?
CC(C(=O)O)C(=O)O	2.3	-8.9%	.	16.9%	1.9%	4.0%	.	2.5%	.	-1.1%	.
Cc1ccc(C(=O)Nc2cccc(-c3ccc(N4CCOCC4)nn3)c2)cc1[N+](=O)[O-]	6.8	?	.	?	?	3.16µM*	.	?	.	-2.3%	.
CC1Cc2ccccc2N1C(=O)c1cnc2ccccn2c1=O (configuration not stated)	3.3	1.2%	1.9%	-0.4%	1.6%	2.0%	-3.7%	-1.9%	-0.8%	12.5%	-16.3%
O=C(CSc1ccc(Cl)cc1)NN=C1CCCCCC1	15.6	-9.6%	-2.8%	10.4%	-19.5%	3.0%	3.1%	-1.9%	-1.8%	0.5%	1.6%
CCC(CC)CN1CCN=C1N(C)C	-10.7	1.3%	-1.7%	6.0%	-0.3%	-0.6%	4.4%	-3.2%	4.0%	.	-0.3%
CC[C@@H](C)[C@H](NS(=O)(=O)c1ccc(C)cc1)C(=O)N1CCC(C(=O)NCC(=O)O)CC1	-12.7	-3.7%	0.6%	1.8%	3.4%	-7.1%	0.6%	-2.6%	2.6%	0.5%	2.3%
CCN1CCC(N2CCN(c3ccc(Cl)cc3)CC2)CC1	-6.2	-1.3%	?	1.2%	-2.1%	-3.1%	0.5%	11.4%	-1.7%	.	10.3%
COCCn1c(C)cc(C(=O)COC(=O)c2cc3c(s2)CCC3)c1C	-2.3	?	-1.6%	-5.3%	10.7µM*	3.98µM*	1.3%	3.55µM*	22.6%	7.0%	-1.5%
COc1ccccc1NC(=O)CSCc1nc2ccccc2[nH]1	-8.4	-1.5%	1.8%	-42.5%	-1.7%	12.3%	2.3%	-1.8%	2.1%	-11.3%	-17.1%
CCC(NC(=O)N(Cc1ccccc1)Cc1ccc2c(c1)OCO2)(C(F)(F)F)C(F)(F)F	-14.1	-6.1%	-4.3%	4.5%	2.8%	-1.8%	-0.8%	-0.8%	-2.1%	3.9%	4.5%
CC(=O)c1cccc(NC(=O)CCC(=O)Oc2ccc(C)cc2)c1	8.0	0.2%	-1.2%	-3.1%	-0.3%	-0.8%	.	1.5%	-3.7%	-2.7%	10.0%
COC(=O)Cc1ccc(NC(=S)N2CCN(C)CC2)cc1	-23.8	11.3%	?	59.0%	5.36µM*	21.3%	-2.9%	9.6%	-6.0%[10 µM]	-4.0%	-12.2%
COCCCNC(=O)c1ccccc1NS(=O)(=O)c1ccc(C)cc1	-12.8	-4.9%	2.5%	10.8%	3.6%	-4.8%	2.7%	-4.9%	3.3%	-18.2%	-14.8%
COc1cccc(NC(=O)C(=O)NCC(c2ccco2)N2CCc3ccccc3C2)c1 (configuration not stated)	10.6	-6.3%	.	-29.6%	1.4%	-3.7%	.	-2.7%	.	-3.1%	.
CC(NCc1ccc(S(N)(=O)=O)cc1)C(=O)N1c2ccccc2CC1C (configuration not stated)	37.0[activator]	-1.2%	2.1%	5.4%	-0.7%	-18.5%	4.5%	-5.4%	2.7%	-5.1%	.
Cc1ccnc(NS(=O)(=O)c2ccc(NC(=O)c3ccc(S(=O)(=O)N(C)C)cc3)cc2)n1	25.7	-0.7%	1.9%	-0.7%	-7.2%	2.3%	-4.3%	-0.3%	6.1%	-3.6%	-4.2%
COc1ccc(Nc2nc(N3CCCC3)c3ccccc3n2)cc1	28.8	-12.1%	?	-69.6%	?	-14.3%	-4.1%	-8.5%	?	-0.3%	-10.3%
CN(CC(=O)NCc1ccco1)S(=O)(=O)c1ccc2c(c1)n(C)c(=O)c(=O)n2C	-14.7	-1.3%	8.5%	-1.6%	-1.0%	-2.8%	-3.2%	6.5%	-1.5%	-2.2%	17.4%
CC(=O)c1cccc(NC(=O)Nc2csc3c2CCCC3)c1	0.5	-7.0%	?	22.8%	16.9µM*	1.8%	3.2%	-1.2%	-1.8%	-5.0%	?
Additional structures follow:
SMILES	Giardia killer	ELG1 genotox	RORg inh	BRCA1 expr act	FLuc modulator	Rab9 prom act	PKM2 act	NPC1 promoter act	Gal4-VP16 FLuc	p53 reactivation	Menin MLL FP TR
Cc1cc2c(SCC(=O)NC3CCCC3)ncnc2s1	?	9.2%	6.5%	-3.1%	-2.2%	3.8%	.	-3.4%	29.8%	4.6%	.
Cc1ccc(N(CC(=O)NC2CCCC2)C(=O)c2ccc(C)s2)cc1	-2.7	-12.5%	-10.9%	-4.3%	-1.9%	-4.6%	-0.6%	-2.5%	-25.0%	7.8%	-14.3%
COC(=O)c1cc2ccccc2oc1=O	25.3	3.1%	-15.1%	1.9%	4.4%[2.3 µM]	0.3%	1.3%	0.6%	6.2%	10.4%	7.6%
O=C(Nc1ccccn1)c1onc2c1CCCC2	?	?	6.31µM*	-68.5%[inhibitor]	0.757µM*	0.398µM*	-61.1%	0.355µM*	8.91µM*	.	-0.8%
CCn1c2ccccc2c2cc(CN3CCN(Cc4cc(OC)ccc4O)CC3)ccc21	-12.7	-12.9%	-18.6%	-24.4%	6.4%	-2.4%	-11.8%	-6.8%	-18.5%	0.6%	-17.3%
OCCN(CC#CC(O)(c1ccccc1)c1ccccc1)CCO	10.2	0.0%	18.4%	-1.8%	-1.1%	-4.1%	1.1%	0.2%	-4.1%	-0.4%	.
C[C@@]12CCC=C[C@H]1[C@H](c1ccc(C(F)(F)F)cc1)N(Cc1ccccc1)C2=O	5.4	-12.1%	0.4%	1.8%	-0.3%	-4.4%	-0.3%	-3.5%	-0.2%	11.7%	.
CC1CCCCN1S(=O)(=O)c1ccc(C(=O)N(CCCN(C)C)c2nc3ccc(Br)cc3s2)cc1 (configuration not stated)	3.4	-23.3%	?	-83.5%	1.8%	-5.2%	0.5%	-2.2%	?	1.4%	?
CCCn1c2ccccc2c2cnn(CC(=O)NCCOC)c(=O)c21	-0.8	-0.7%	20.1%	0.5%	0.3%	10.7%[1.84 µM]	.	-5.9%	12.3%	-1.8%	-1.0%
CCC(CC)C(=O)Nc1c2cnn(-c3ccccc3)c2nc(=O)n1-c1ccccc1	5.4	0.8%	17.4%	-22.6%	-1.9%	3.0%	-1.9%	3.6%	-4.1%	15.4%	-12.7%
CCOC(=O)N1CCC(NS(=O)(=O)c2ccc3c(c2)C(C)(C)C(=O)N3C)CC1	-0.6	0.9%	-7.4%	-5.1%	-1.5%	0.3%	-5.4%	-2.6%	2.2%	6.9%	-10.2%
Cc1cc2cc(CN(Cc3cccs3)Cc3nnnn3CC3CCCO3)c(=O)[nH]c2cc1C (configuration not stated)	0.5	-9.9%	3.3%	-41.7%	-0.1%	-1.9%	-2.9%	-0.5%	3.1%	-1.3%	-24.5%
Cc1ccc(C(=O)NNC(=O)CSc2nnc(CNc3ccc(F)cc3)n2C)cc1	.	0.3%	-24.2%	.	-6.8%	0.2%	1.7%	-4.8%	-8.1%	14.6%	-6.8%
CCN1CCc2nc3sc(C(=O)Nc4cccnc4Cl)c(N)c3cc2C1	6.5	-5.6%	-25.5%	22.6%	?	1.7%	.	-8.8%	-4.5%	-0.8%	.
Cc1nc(NCc2ccco2)c(C#N)c2c1COC(C)(C)C2	6.6	-0.4%	-1.5%	-1.4%	-1.1%	-1.7%	4.3%	-7.2%	1.2%	-2.9%	18.0%
Cc1c(NC(=O)C(=O)/C=C(/O)c2ccccc2)c(=O)n(-c2ccccc2)n1C	6.7	1.7%	-8.1%	13.1%	0.9%	-2.9%	13.9%	2.3%	-3.9%	?	-16.9%
